# Screening results: PubChem BioAssay, Sanford-Burnham Center for Chemical Genomics
# Rpn11 inh = inhibitors of human proteasome Rpn11. calls only at 20 µM. 0.59% of 360,000 active. human 26S proteasome, Ub4-pepOG fluorescence polarization; 20S core pre-blocked with epoxomicin;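 active means inhibition at 20 µM, scaled to each plate's controls, above about 33%, limit read from the data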
# CendR NRP1 mod = alters CendR peptide binding to human NRP-1; O14786; FAM-RPARPAR peptide binding to NRP-1, fluorescence polarization; inhibition, % at 25 µM; 0.85% of 360,000 active; AID 602438;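 active means inhibition or corrected inhibition above about 18%, plus a signal ratio from 0.5 to 1.5, limit read from the data, passing the limit was not always enough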; further: strong numbers were not always called active
# DNMT1 block = inhibitors of human DNMT1. P26358. DNMT1 molecular beacon, Hinp1I cleavage, fluorescence. inhibition (reported as % activation of signal), % at 10 µM. 0.83% of 360,000 active. AID 588458; in the data active means inhibition above about 50%
# Target sequence (P26358 504-1616 limits assumed): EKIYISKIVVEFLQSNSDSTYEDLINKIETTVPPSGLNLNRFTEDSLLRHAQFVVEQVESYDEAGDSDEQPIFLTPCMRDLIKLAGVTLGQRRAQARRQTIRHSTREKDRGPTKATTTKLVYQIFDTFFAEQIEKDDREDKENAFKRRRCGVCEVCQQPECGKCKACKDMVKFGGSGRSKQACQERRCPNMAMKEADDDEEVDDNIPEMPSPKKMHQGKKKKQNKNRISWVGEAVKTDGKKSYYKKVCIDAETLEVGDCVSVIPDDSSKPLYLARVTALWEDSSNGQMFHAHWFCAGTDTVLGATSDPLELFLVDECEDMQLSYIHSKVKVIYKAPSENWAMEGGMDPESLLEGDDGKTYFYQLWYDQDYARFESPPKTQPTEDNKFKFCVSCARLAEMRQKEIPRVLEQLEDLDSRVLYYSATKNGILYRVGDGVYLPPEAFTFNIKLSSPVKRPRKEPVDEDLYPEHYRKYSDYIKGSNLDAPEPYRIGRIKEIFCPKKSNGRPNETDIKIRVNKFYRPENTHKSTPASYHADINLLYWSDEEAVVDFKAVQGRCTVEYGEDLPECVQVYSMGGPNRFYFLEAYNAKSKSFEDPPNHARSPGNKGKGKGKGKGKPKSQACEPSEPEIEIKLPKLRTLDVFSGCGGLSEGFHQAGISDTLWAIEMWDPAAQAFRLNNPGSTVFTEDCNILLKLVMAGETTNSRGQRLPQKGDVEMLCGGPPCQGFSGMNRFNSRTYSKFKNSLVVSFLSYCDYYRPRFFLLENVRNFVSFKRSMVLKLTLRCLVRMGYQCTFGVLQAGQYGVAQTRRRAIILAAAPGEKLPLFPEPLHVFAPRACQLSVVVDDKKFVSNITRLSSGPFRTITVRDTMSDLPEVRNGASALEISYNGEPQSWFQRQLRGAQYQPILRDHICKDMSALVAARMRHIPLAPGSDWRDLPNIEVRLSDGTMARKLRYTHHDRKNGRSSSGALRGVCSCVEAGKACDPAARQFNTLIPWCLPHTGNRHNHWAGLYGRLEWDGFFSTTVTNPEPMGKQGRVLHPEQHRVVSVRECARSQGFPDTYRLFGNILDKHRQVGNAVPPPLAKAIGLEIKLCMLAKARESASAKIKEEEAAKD
# MT1-MMP act inh = blocks activation of human MT1-MMP | HT1080 RFP-PRO-GFP cells, GFP/RFP ratio fluorescence, overnight; percent of plate control window, DMSO zero | GFP/RFP ratio change, % at 20 µM | 0.061% of 360,000 active;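 active means GFP/RFP ratio change of at least 30% with cell ATP level not reduced by more than half and red fluorescence within 50% of control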; further: strong numbers were not always called active
#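 Test system: HT1080 RFP-PRO-GFP cells; Benchmarks: DMSO and RFP-L50D-GFP cell wells; Timing: cells overnight before dosing, compound overnight, 37 °C, 5% CO2; Compound: one 20 µM compound dose with 1% DMSO; Read-out: GFP/RFP fluorescence ratio.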
# NadD block = NadD (S. aureus) enzyme inhibition | 0.78% of 360,000 active | purified NadD enzyme, colorimetric absorbance read-out | inhibition, % at 20 µM; in the data active means inhibition above about 26%; further: some compounds past the cut are filed as inactive
# LMPTP inh = blocks human LMPTP phosphatase | AID 651560 | inhibition, % at 20 µM | recombinant LMPTP-A, OMFP fluorogenic substrate, fluorescence intensity | 0.22% of 360,000 active | P24666;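 active means compounds that cut the enzyme signal by at least half of the control window in the single-dose screen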;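 further: plate controls were DMSO wells with enzyme plus substrate for no effect and substrate without enzyme for full effect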
#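 test system = LMPTP-A | amount = 0.625 nM LMPTP-A final | reagent = fluorogenic phosphatase substrate OMFP at 400 µM final | incubation = 50 min at room temperature | benchmarks = no-enzyme low control, uninhibited high control | medium = Bis-Tris pH 6.0, DTT, detergent | signal = fluorescence intensity of OMFP turnover product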
# Scp1 inh = inhibitors of human Scp-1 phosphatase; Q9GZU7; Recombinant Scp1, phosphopeptide, malachite green phosphate absorbance; inhibition, % at 20 µM; 0.88% of 340,000 active;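 active means inhibition above about 50% at 20 µM, limit read from the data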;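 further: plate controls were DMSO wells with enzyme for no effect and wells lacking enzyme for full effect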
#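 Incubation: 45 min enzyme reaction at room temperature / System: truncated SCP-1 phosphatase (76-261aa) / Reagent: Phospho 17-mer peptide substrate / Buffer or medium: Acidic Tris acetate buffer with magnesium and detergent / Signal: absorbance at 630 nm / Doses: one concentration, 20 µM, with 1.0% DMSO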
# SUMO1 PPI mod = SUMO1-SIM interaction modulation. AID 602429. SUMO1 binding to a labelled peptide, TR-FRET, 1 h. 0.33% of 360,000 active. inhibition, % at 20 µM; in the data active means inhibition above about 37%
# SKN-1 block = inhibitors of C. elegans SKN-1. inhibition, % at 21.8 µM. C. elegans VP596 Pgst-4::GFP/RFP ratio, acrylamide-induced, 24 h. 0.49% of 360,000 active. AID 624304;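 active means interference check ratio from 0.5 to 1.5 plus GFP to RFP signal ratio inhibition reaching or exceeding a fixed threshold, cut at about 30% in these data, passing the limit was not always enough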; further: some compounds called inactive have numbers as strong as hits
# STEP block = blocks human striatal-enriched tyrosine phosphatase; recombinant STEP, OMFP fluorogenic substrate, fluorescence; inhibition, % at 20 µM; 0.25% of 360,000 active; AID 588621;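 active means inhibition at 20 µM, scaled per plate between control wells, above about 37%, limit read from the data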;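 further: 0% = DMSO with enzyme and substrate and 100% = substrate only without enzyme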
#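 Assay system: isolated STEP enzyme. Buffer or medium: pH 6.0 Bis-Tris with DTT and Tween 20. Also added: fluorogenic phosphatase substrate OMFP at 25 µM final. Dosing: 20 µM, 1% DMSO. Timing: 20 min reaction, room temperature, in the dark. Measured by: fluorescence intensity, excitation 480 nm, emission 540 nm. Evaluation: normalized % inhibition.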
# Starred values were filed as active, the others as inactive; i = inactive; x = no result given.
SMILES,Rpn11 inh,CendR NRP1 mod,DNMT1 block,MT1-MMP act inh,NadD block,LMPTP inh,Scp1 inh,SUMO1 PPI mod,SKN-1 block,STEP block
CCSc1nnc2nc(C)cc(C)n12,i,-1,-1,-1,-1,-0.1,22,-2,-3,2
Cc1ccc(O)c(-c2cc(-c3ccccc3[N+](=O)[O-])[nH]n2)c1,i,20,-9,10,-3,2.0,-7,-3,13,-3
Cc1c(C(=O)N2CCN(c3ccc(F)cc3)CC2)sc2ncnc(N3CCN(c4ccccn4)CC3)c12,i,15,-4,1,-1,5.5,-5,-43,11,6
COc1ccc(-c2noc(C3CCCN(C(=O)c4cccc(C)c4)C3)n2)cc1 (stereo not drawn),i,3,4,3,-6,-0.6,-4,1,0,0
CN(C)C(CNC(=O)Nc1cccc(Cl)c1)c1cccnc1 (stereo not drawn),i,14,-1,2,1,-1.9,-11,0,-12,0
CN(C)C(=S)Nc1cccc(C(F)(F)F)c1,i,11,1,3,-4,-1.8,1,7,1,2
Cc1nc2cc(Cl)ccc2n1CCO,i,6,2,4,-4,-1.0,-6,-1,9,18
O=C(CN1CCCCC1)N1CCN(c2ccccc2)CC1,i,0,3,-8,-5,3.5,-9,2,13,0
C/C(N)=C(/C#N)C(=O)CSc1nnc(NC(C)C)s1,i,5,37,-1,8,17,91*,7,-2,6
C=CCNC(=O)/C(=C/c1cccc([N+](=O)[O-])c1)NC(=O)c1ccccc1,i,8,0,-4,3,-0.2,-7,-9,8,0
CCOC(=O)C1(C(F)(F)F)N=C(C(F)(F)F)Nc2cc(C)c(C)cc21 (stereo not drawn),i,-2,7,-4,-5,0.2,-10,0,3,-4
O=C(Nc1ncc(Cc2ccccc2Cl)s1)c1ccc(-c2cccc([N+](=O)[O-])c2)o1,i,15,-1,3,36*,1.3,-3,-5,2,2
Fc1ccc2c(c1)C(c1cccnc1)=NNC(c1cccs1)=N2,i,5,-4,3,-2,-0.3,-4,-3,4,0
Cc1cccc(CCNC(=O)C2CCC(=O)N(Cc3ccccc3F)C2)n1 (stereo not drawn),i,6,2,-1,-2,-1.7,-6,0,-5,-2
O=c1c2ccccc2ncn1-c1ccccc1C(F)(F)F,i,1,1,6,3,-0.3,-7,0,-6,1
COC(=O)c1ccc(C2c3c(n[nH]c3C)C(=O)N2c2ccc(C)cc2)cc1 (stereo not drawn),i,11,-3,-2,0,-0.1,-9,1,7,9
Cc1c(C(=O)O)sc2nc(C)n(C)c(=O)c12,i,2,2,5,2,0.2,-9,-2,14,-3
Cn1c(CNC(=O)CNC(=O)Cc2ccccc2)cc(=O)n(C)c1=O,i,-82,2,1,-3,0.0,-6,5,6,-1
Cc1ccc(-c2ccc(=O)n(Cc3ccc(F)cc3)n2)cc1,i,12,-1,1,-1,0.6,-7,-10,2,0
O=C(COc1ccc(Cl)cc1)NCCCNC(=O)c1ccncc1,i,-8,1,1,2,-1.6,-7,4,3,-1
O=[N+]([O-])c1cccc(-c2noc3c2-c2nc(Cc4cccc5ccccc45)sc2CC3)c1,i,19,7,2,3,-1.7,-8,2,8,1
COc1cc(NC(=O)COC(=O)Cc2ccc(-c3ccccc3)cc2)cc(OC)c1,i,-4,-24,3,-7,5.4,-8,1,-7,-2
CC(Sc1nnc(-c2ccccc2Br)o1)C(=O)N1CCOCC1 (stereo not drawn),i,12,0,-1,-1,-5.7,2,-6,-6,-2
CCc1cc(SC#N)cc(CC)c1NC(=O)CCl,i,-13,-1,1,2,1.0,-2,3,5,-1
CC1C(Br)C(=O)NC(=O)N1Cc1ccccc1 (stereo not drawn),i,11,2,-5,-3,-0.8,2,9,-3,0
# Later entries.
SMILES,Rpn11 inh,CendR NRP1 mod,DNMT1 block,MT1-MMP act inh,NadD block,LMPTP inh,Scp1 inh,SUMO1 PPI mod,SKN-1 block,STEP block
CC1CCCC(NC(=O)COC(=O)COc2ccc(Br)cc2)C1C (stereo not drawn),i,11,9,-1,-1,1.2,-5,3,6,1
COC(=O)C1=C(C)Nc2c(c(=O)n(C)c(=O)n2C)C1c1cccnc1 (stereo not drawn),i,-12,-4,2,-5,-1.6,3,0,-9,7
COc1ccccc1/C=C(/C(=O)OCC(=O)Nc1ccc(N(C)C)cc1)c1ccccc1,i,-7,-13,1,2,2.4,-4,0,4,0
NCCCC[C@@H]1NC(=O)[C@H](CCC(=O)O)NC(=O)c2cc([N+](=O)[O-])cc(I)c2SC[C@@H](C(=O)NCC(N)=O)NC1=O,i,-12,17,10,-1,-1.4,8,-33,12,-1
O=C(Nc1ccccc1N1CCOCC1)C1=NN(c2ccccc2)C(=O)CC1,i,-6,0,0,-5,-1.7,-3,7,-7,-2
CN(CC(=O)Nc1ccc(OC(F)(F)F)cc1)C(=O)Cc1ccc2c(c1)CCC2,i,-10,2,-2,0,2.6,-1,0,8,9
CC(=O)Nc1ccc(CN2CCC(Oc3ccc(C(=O)N4CCCC4)cc3)CC2)cc1,i,4,0,-8,-6,1.2,-2,-8,7,4
CCn1c(SCC(=O)N2CCCC(C)C2)nnc1-c1ccc(S(=O)(=O)N2CCN(C)CC2)cc1 (stereo not drawn),i,1,-7,-2,-5,-0.7,-2,1,5,1
COc1ccc(NC(=O)Cn2nnc(C(=O)NCCc3ccc(OC)c(OC)c3)c2N)c(OC)c1,i,9,-1,-3,-1,0.6,-4,-1,5,-2
Cc1ccc(-c2noc(CCC(=O)NCC3CCN(Cc4cccc(C)c4)CC3)n2)cc1,i,-1,-3,1,-9,-2.0,-5,-1,-22,-2
CC(=O)n1cc([C@@H]2C=C(C(=O)N3CCOCC3)O[C@H](OCc3ccc(CO)cc3)C2)c2ccccc21,i,0,1,-1,3,-0.9,-2,-3,0,-2
CCOC(=O)c1c(C)n(C)c2ccc(OCC(O)CN3CCCCCC3)cc12 (stereo not drawn),i,2,-1,4,0,0.8,-10,2,-6,1
CCC1Oc2ccccc2N(CC(=O)NCc2cccs2)C1=O (stereo not drawn),i,6,2,12,3,-1.4,-3,-1,0,0
O=C(OCC#CCSc1nnc(-c2cccc3ccccc23)o1)c1ccco1,i,-18,-5,2,4,2.7,-14,-4,1,0
COc1cccc(C2CC(C(F)(F)F)n3nc(C(=O)NCc4cccnc4)cc3N2)c1 (stereo not drawn),i,5,-4,-1,5,-0.2,-3,-3,5,0
CC[N+]1(CC)CC2CCC(C)(C1)C2(C)C (stereo not drawn),i,-10,0,-2,12,-0.6,53*,3,-4,-4
CCc1nnc(NC(=O)Cc2cc(OC)c(OC)c(OC)c2)s1,i,8,-1,1,-8,-0.5,41,1,0,0
COc1ccccc1NC(=O)Cc1noc(CSc2cccc[n+]2[O-])n1,i,-5,0,-1,-4,-1.3,-5,1,-6,-8
COc1ccc(OC)c(NC(=O)C2=C(C)Nc3ncnn3C2c2cccs2)c1 (stereo not drawn),i,5,1,2,-6,-0.6,-3,1,15,0
COc1cccc(NC(=O)Cn2c3ccccc3c3nc4n(c(=O)c32)CCS4)c1,i,-4,-2,1,8,0.8,-3,0,-2,0
Cc1nonc1CN(C)C(=O)CC1C(=O)NCCN1Cc1c(F)cccc1Cl (stereo not drawn),i,11,-2,-1,3,0.4,-6,0,7,5
O=C(CCc1c[nH]c2ccccc12)NCc1cccc(Cl)c1,i,-5,-2,0,-7,-0.2,-1,0,1,0
O=C(NCc1cccnc1)OC1CC2CC1[C@H]1CCCCN1C2=O (stereo partly drawn),x,-12,x,0,0,-2.7,x,0,8,x
COc1ccc(-c2csc(C(C)(NC(C)=O)c3ccc(OC)cc3)n2)cc1 (stereo not drawn),i,6,22,-4,2,1.0,x,4,17,-1
O=C(c1cccs1)N1C[C@@H](O)[C@H](n2cc(-c3ccc(F)cc3)nn2)C[C@@H]1c1ccccc1,i,7,-1,-4,14,1.3,x,1,2,0
COCCCn1c(SCC(=O)Nc2ccc(NC(=O)c3ccco3)c(OC)c2)nc2ccccc2c1=O,i,-12,-8,-5,-9,-1.9,-2,-1,-21,4

# Exported field by field: 3 of the compounds above.
Structure: COc1ccc(NC(=O)Cn2nnc(C(=O)NCCc3ccc(OC)c(OC)c3)c2N)c(OC)c1
  Rpn11 inh: i
  CendR NRP1 mod: 9
  DNMT1 block: -1
  MT1-MMP act inh: -3
  NadD block: -1
  LMPTP inh: 0.6
  Scp1 inh: -4
  SUMO1 PPI mod: -1
  SKN-1 block: 5
  STEP block: -2
Structure: Cc1ccc(-c2noc(CCC(=O)NCC3CCN(Cc4cccc(C)c4)CC3)n2)cc1
  Rpn11 inh: i
  CendR NRP1 mod: -1
  DNMT1 block: -3
  MT1-MMP act inh: 1
  NadD block: -9
  LMPTP inh: -2.0
  Scp1 inh: -5
  SUMO1 PPI mod: -1
  SKN-1 block: -22
  STEP block: -2
Structure: CC(=O)n1cc([C@@H]2C=C(C(=O)N3CCOCC3)O[C@H](OCc3ccc(CO)cc3)C2)c2ccccc21
  Rpn11 inh: i
  CendR NRP1 mod: 0
  DNMT1 block: 1
  MT1-MMP act inh: -1
  NadD block: 3
  LMPTP inh: -0.9
  Scp1 inh: -2
  SUMO1 PPI mod: -3
  SKN-1 block: 0
  STEP block: -2

# Ordered by value in MT1-MMP act inh (highest first): four of the compounds above.
mol,MT1-MMP act inh
NCCCC[C@@H]1NC(=O)[C@H](CCC(=O)O)NC(=O)c2cc([N+](=O)[O-])cc(I)c2SC[C@@H](C(=O)NCC(N)=O)NC1=O,10
COc1ccccc1/C=C(/C(=O)OCC(=O)Nc1ccc(N(C)C)cc1)c1ccccc1,1
CC[N+]1(CC)CC2CCC(C)(C1)C2(C)C (stereo not drawn),-2
CC(=O)Nc1ccc(CN2CCC(Oc3ccc(C(=O)N4CCCC4)cc3)CC2)cc1,-8

# Single records, from the list above.
# O=C(Nc1ccccc1N1CCOCC1)C1=NN(c2ccccc2)C(=O)CC1 is listed as Rpn11 inh = i; CendR NRP1 mod = -6; DNMT1 block = 0; MT1-MMP act inh = 0; NadD block = -5; LMPTP inh = -1.7; Scp1 inh = -3; SUMO1 PPI mod = 7; SKN-1 block = -7; STEP block = -2
# COC(=O)C1=C(C)Nc2c(c(=O)n(C)c(=O)n2C)C1c1cccnc1 (stereo not drawn) is listed as Rpn11 inh = i; CendR NRP1 mod = -12; DNMT1 block = -4; MT1-MMP act inh = 2; NadD block = -5; LMPTP inh = -1.6; Scp1 inh = 3; SUMO1 PPI mod = 0; SKN-1 block = -9; STEP block = 7

# Outcome played no part in choosing rows; about 3.9% have a hit in one of these screens.
